Screening results as filed in PubChem.
CAL PDZ FP-1 – CAL PDZ (human) peptide binding inhibition; inhibition, % at 24.9 µM; purified CAL PDZ, TMR-peptide fluorescence polarization, 1 h; AID 602252; actives 0.92% (n = 300,000); Q9HD26;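 active means mean inhibition of at least 30% with at least half of replicates also reaching 30%; inconclusive means no clear call, values can overlap the other calls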;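 further: 0% = DMSO neutral control and 100% = excess unlabeled competitor peptide PRC23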
SR-BI DiI inh – mouse SR-BI HDL lipid transfer inhibition. ldlA[mSR-BI] CHO cells, DiI-HDL uptake fluorescence, 3 h. inhibition, % at 12.5 µM. actives 0.96% (n = 320,000). AID 488896;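 active means mean replicate inhibition of at least 70% and a set share of replicates each scoring 70 or more; inconclusive means meets just one of the two criteria; inactive means fails both criteria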;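 further: 0% = median of neutral control wells and 100% = median of positive control wells; values of inactives mirror those of a sister screen read the other way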
Target sequence (Q61009 whole entry, looked up): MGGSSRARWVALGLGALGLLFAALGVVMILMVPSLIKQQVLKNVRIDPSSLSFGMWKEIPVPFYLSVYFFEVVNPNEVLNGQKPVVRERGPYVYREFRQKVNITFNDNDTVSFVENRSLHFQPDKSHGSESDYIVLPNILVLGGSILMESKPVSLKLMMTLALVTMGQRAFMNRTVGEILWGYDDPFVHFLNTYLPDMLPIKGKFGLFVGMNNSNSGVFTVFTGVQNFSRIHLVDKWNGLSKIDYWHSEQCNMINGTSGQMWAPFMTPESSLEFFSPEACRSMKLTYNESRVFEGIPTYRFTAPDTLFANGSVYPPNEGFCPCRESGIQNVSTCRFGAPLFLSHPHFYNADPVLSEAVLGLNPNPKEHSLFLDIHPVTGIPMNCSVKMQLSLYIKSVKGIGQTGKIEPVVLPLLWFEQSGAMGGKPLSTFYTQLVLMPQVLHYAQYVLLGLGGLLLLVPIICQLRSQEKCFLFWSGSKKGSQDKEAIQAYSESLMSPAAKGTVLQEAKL
Wnt bcat act – activates Wnt/beta-catenin signaling in a reporter cell assay. activator, plate reader. activation, % at 9.35 µM. actives 1.2% (n = 300,000). AID 743398; in the data active means activation above about 30%, passing the limit was not always enough; inconclusive means no clear call, values can overlap the other calls;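 further: 0% = neutral control wells and 100% = positive control wells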
MITF act – activators of MITF-driven TRPM1 promoter activity in SK-MEL-5 cells; SK-MEL-5 TRPM1-promoter luciferase, 24 h; % of positive control, neutral wells = 0; activation, % at 12.5 µM; actives 0.75% (n = 300,000);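 active means mean activation of at least 80% with every replicate also reaching 80%; inconclusive means mean reaches 80% but some replicate falls short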;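 further: 0% = neutral control wells and 100% = parthenolide positive control wells; values of inactives mirror those of a sister screen read the other way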
phage Ecoli inh – E. coli growth loss with phage present. growth absorbance. inhibition, % at 11.9 µM. actives 0.26% (n = 360,000). AID 651602; in the data active means inhibition above about 11%
Ecoli viability – bacterial growth inhibition, counter-screen for AddAB inhibitors. E. coli V3065 growth, OD600 absorbance, 18 h. inhibition, % at 11.9 µM. actives 0.27% (n = 330,000). AID 449728;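 active means inhibition above the campaign's mean inhibition across all tested compounds plus 3 SD, cut at about 9.9% in these data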;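 further: uninfected addAB+ strain grown without phage in ampicillin broth; 0% = DMSO wells and 100% = ciprofloxacin 0.95 µg/ml wells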
AddAB inh – less growth of phage-infected E. coli with AddAB. E. coli expressing H. pylori AddAB, absorbance growth. inhibition, % at 11.9 µM. actives 0.29% (n = 330,000); in the data active means inhibition above about 12%;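 further: 0% = vehicle wells of infected cells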
CAL PDZ FP-2 – inhibitors of human CAL PDZ peptide binding. Q9HD26. purified CAL PDZ, TMR-peptide fluorescence polarization, 1 h. inhibition, % at 20 µM. actives 0.02% (n = 330,000). AID 504414;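 active means highest replicate inhibition of at least 40%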;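 further: plate controls were DMSO neutral control wells for no effect and unlabeled competitor peptide control wells for full effect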
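Test system: tagged CAL PDZ domain / Buffer or medium: sodium phosphate/NaCl buffer pH 7.4 with TCEP, IgG, Thesit / Reagent: TMR-labelled reporter peptide T*-PRC34 bound in PDZ groove / Compound dosing: single point, 20 µM / Schedule: 1 h incubation at room temperature before polarization reading / Technique: fluorescence polarization (mP) / Benchmarks: unlabelled peptide, DMSO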
SR-BI DiI-HDL act – enhances SR-BI lipid uptake from DiI-HDL. CHO ldlA[mSR-BI] cells, DiI-HDL uptake fluorescence, 3 h; 100 = double the neutral-control signal. activation, % at 12.5 µM. actives 0.096% (n = 320,000). AID 504775;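 active means mean replicate activation of at least 60% and every replicate at or above 60%; inconclusive means mean or all-replicate condition met, but not both; inactive means mean below 60% and not all replicates reaching 60%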;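 further: 0% = median plate neutral-control signal and 100% = twice that signal; values of inactives mirror those of a sister screen read the other way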
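System: CHO ldlA[mSR-BI] cells / Medium: HEPES-buffered (25 mM, pH 7.4) F12 plus 0.5% BSA / Probe or stimulus: labelled HDL, 10 µg/mL / Doses: single compound concentration, delivered by pin transfer / Schedule: 3 h, 37 °C / Measured by: DiI fluorescence, bottom read / Measure: cell-associated DiI fluorescence as measure of HDL uptake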
Tat transport – blocks Tat-dependent protein export in E. coli. E. coli MC4100 TorA-mCherry Tat export, fluorescence. inhibition, % at 10 µM. actives 0.036% (n = 340,000);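 active means mean replicate inhibition at least 50% and at least half of replicates individually reaching 50%; inconclusive means only one of the two criteria met; inactive means neither criterion met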;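 further: exported cargo escapes ClpAP degradation while cytoplasmic cargo is degraded and loses fluorescence; 0% = median of neutral control wells and 100% = median of NaSCN control wells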
* marks the source's active call; other numbers are inactive results; ? = inconclusive; nt = no result given. Hits appear at their usual frequency; any-hit rate near 3.6%.

Order of results – CAL PDZ FP-1, SR-BI DiI inh, Wnt bcat act, MITF act, phage Ecoli inh, Ecoli viability, AddAB inh, CAL PDZ FP-2, SR-BI DiI-HDL act, Tat transport
- COc1ccc(OC)c(NC(=O)COC(=O)CN(C)S(=O)(=O)c2ccc(C)cc2)c1
→ -1, 1, -2, -9, 4.4, 0.9, 5.6, -0.9, -1, -4
- Nc1c(C(=O)NCc2ccco2)c2nc3ccccc3nc2n1CCc1ccc(F)cc1
→ -7, 35, nt, nt, 1.9, 0.0, 1.2, -1.2, -35, -3
- CN1CCN(S(=O)(=O)c2cccc(C(=O)Nc3cc(Cl)ccc3N3CCOCC3)c2)CC1
→ -6, -6, -3, 13, 2.9, -1.6, 0.9, -1.9, 6, 5
- CN(C)C(=O)CSc1nnc(Cc2ccccc2)n1Cc1ccco1
→ nt, 5, 1, nt, -0.2, -0.6, 1.6, -0.6, -5, -3
- O=C(COCc1cc(-c2ccc3c(c2)OCO3)on1)Nc1cccnc1
→ 11, -26, 3, 22, 7.3, -2.7, 5.2, -1.8, 26, -10
- COc1ccc(N2CCN(S(=O)(=O)c3ccc4c(c3)NC(=O)CS4)CC2)cc1
→ 0, -7, 0, 1, 1.6, -1.9, -1.0, -0.9, 7, 5
- Fc1ccc(Nc2nc(-c3ccncc3)cs2)cc1
→ 10, 47, 28, 84*, -6.5, 0.8, 2.0, 0.5, -47, -2
- O=C(Nc1ccc2c(c1)C(=O)OC2)c1ccc(F)cc1F
→ -2, nt, 11, nt, 3.0, 1.0, 2.3, -0.4, nt, 2
- O=C(Cc1ccccc1)Nc1ccccc1C(=O)O
→ -4, -35, -1, nt, 1.2, -1.5, -2.4, -1.6, 35, 2
- Cc1ccc(C(=O)NCC(=O)OCC(=O)c2cc(C)n(Cc3ccco3)c2C)cc1
→ -3, 18, 0, 5, 6.7, -0.7, 1.2, 0.2, -18, 7
- CC(C)(C)OC(=O)N1CCC(NC(=O)c2ncn(Cc3ccccc3)c2C(=O)NC2CCN(C(=O)OC(C)(C)C)CC2)CC1
→ -2, -24, -6, 432*, 2.4, -2.5, 1.8, -0.8, 24, 11
- Cc1cccc(N2CCN(C(=O)c3ccccc3NC(=O)C3CC=CCC3C(=O)O)CC2)c1 (centres undefined)
→ -3, -27, -1, -5, 1.3, 0.3, 3.3, nt, 27, 5
- Cc1cc(C)n(CCCNC(=O)c2ccco2)n1
→ -5, -18, ?, 4, 0.5, -1.2, 0.7, 0.3, 18, 7
- COc1ccc(CC(=O)Nc2ccccc2C(=O)N2CCCC2)cc1
→ -1, -14, -1, 0, 2.6, 3.8, 2.7, -2.3, 14, -1
- O=C1CNC(=S)N1CCc1ccc(O)c(O)c1
→ nt, nt, 50*, nt, 2.9, 0.5, 7.2, nt, nt, nt
- COCCn1c(CN2CCN(c3cccc(Cl)c3)CC2)nc2c1c(=O)n(C)c(=O)n2C
→ nt, -1, -2, nt, 1.9, -0.3, 1.3, -0.4, 1, 5
- C=CCNC(=S)N/N=C/c1ccc(C(C)(C)C)cc1
→ nt, 9, 6, 8, 2.7, nt, nt, -1.3, -9, 10
- Cc1ccccc1C1C(C#N)=C2N=C(N)c3c(sc4c3CCCCC4)N2C2=C1C(=O)CC(C)(C)C2 (centres undefined)
→ -2, 5, nt, nt, 4.5, 1.5, 0.9, -0.5, -5, 8
- COCCCN1C(=O)C(O)=C(C(=O)c2ccco2)C1c1ccccc1 (centres undefined)
→ -2, -17, nt, 9, 2.0, 0.3, 2.8, -0.8, 17, -4
- CCOc1ccc(NC(=S)NC23CC4CC(CC(C4)C2)C3)cc1
→ -2, -13, -1, 11, 0.9, 1.9, 4.2, -19, 13, -3
- COc1cc(SC)ccc1C(=O)OCC(=O)NC1CC1
→ 1, -32, -1, 18, -0.1, -1.5, 1.9, -1.2, 32, -2
- c1ccc2cc(C3CCCCC3)ncc2c1
→ -1, -15, 25, 99*, 3.5, -0.4, 2.9, -0.1, 15, 3
- CCOc1ccc(C(=O)Nc2cccc([N+](=O)[O-])c2)cc1Br
→ -11, 72*, nt, 60, 2.4, -0.1, 0.2, -0.9, -72, -5
- CCN(C(=O)CSc1nnc(C)n1-c1cccc(C)c1)C1CCS(=O)(=O)C1 (centres undefined)
→ nt, -16, 0, -13, -1.7, -4.9, 0.8, 1.0, 16, -2
- COc1ccc(C(C(C(=O)c2cccs2)N2CCOCC2)N2CCOCC2)cc1OC (centres undefined)
→ 4, -27, 2, nt, 1.2, 0.5, 1.4, nt, 27, 6
- C=CCn1c(SCC(=O)Nc2ccccc2CC)nnc1-c1ccncc1
→ nt, 0, -1, -2, nt, -1.4, -1.5, -2.7, 0, 8
- CC(C)(C)C(=O)COC(=O)CNC(=O)c1ccc(Oc2ccccc2)cc1
→ 1, -43, -4, -8, 2.8, -2.6, 0.1, -2.6, 43, 3
- O=C(CCn1cnc2ccccc2c1=O)Nc1ccc2c(c1)OCCO2
→ -3, nt, 26, 26, 0.6, 0.2, -0.9, -1.2, nt, 5
- O=C(Nc1cc([N+](=O)[O-])ccc1O)c1ccc2c(c1)C(=O)N(Cc1ccco1)C2=O
→ -2, 9, 2, 4, 1.2, -0.2, 5.9, -2.3, nt, 8
- CCC/C=C1/CCCOC(C(=O)NCc2ccc(C)o2)(C(F)(F)F)C1 (centres undefined)
→ -2, 2, 2, -4, -1.7, -1.8, 0.7, 0.1, -2, -3
- CCOC(=O)c1cc(C)n(CCCN2CCOCC2)c1C
→ nt, -9, nt, nt, 0.5, -0.1, 1.0, 0.6, 9, 3
- CCOC(=O)N1CCC(N2C(=O)c3ccccc3C2Nc2ccc(C)cc2)CC1 (centres undefined)
→ -8, 0, -2, nt, 1.9, -1.8, -1.4, 0.7, 0, -12
- CCOC(=O)C1=C(c2ccccc2)NC(=O)NC1c1cc(Cl)c(O)c(OC)c1 (centres undefined)
→ -2, -15, -2, -8, 2.4, -0.9, 1.1, -0.7, 15, 4
- CCn1c(SCC(=O)Nc2ccc(OC)c(OC)c2)nnc1-c1cnccn1
→ -7, 4, 0, -4, 0.1, 1.7, 2.7, -1.9, -4, -9
- c1coc(-c2ncc[nH]2)c1
→ 1, -17, nt, 5, 2.5, 0.6, 1.8, -0.3, 17, -4
- Cc1cc(C)cc(N2CC(C(=O)NC3CCCCC3)CC2=O)c1 (centres undefined)
→ -3, -10, -3, -4, -1.7, 2.3, 3.0, -2.6, 10, -1
- N#Cc1c(NC(=O)c2ccco2)sc2c1CCC2
→ nt, 6, 2, 91*, 5.0, -2.4, 1.1, -0.4, -6, -9
- O=C(c1ccccc1)N(c1ccccc1)c1ccccc1O
→ -4, -7, -6, -13, 2.4, nt, nt, -0.2, 7, -13
- COc1ccc2[nH]c(C(=O)O)c(NS(=O)(=O)c3ccc(C)cc3C)c2c1
→ -4, -19, 1, -16, 1.8, 2.3, 3.4, -1.8, 19, -4
- CCNCc1cc2cc(C)ccc2[nH]c1=O
→ nt, 7, -2, 0, 1.6, 3.7, -0.2, -0.5, -7, -6

Just Wnt bcat act and CAL PDZ FP-2 (2 entries from above):
structure	Wnt bcat act	CAL PDZ FP-2
O=C(CCn1cnc2ccccc2c1=O)Nc1ccc2c(c1)OCCO2	26	-1.2
O=C(Nc1cc([N+](=O)[O-])ccc1O)c1ccc2c(c1)C(=O)N(Cc1ccco1)C2=O	2	-2.3

Following part
Order of results – CAL PDZ FP-1, SR-BI DiI inh, Wnt bcat act, MITF act, phage Ecoli inh, Ecoli viability, AddAB inh, CAL PDZ FP-2, SR-BI DiI-HDL act, Tat transport
- Cc1ccc(CNC(=O)Nc2ccc3c(c2)N(C)C(=O)CS3)cc1
→ 1, 16, -1, -11, 5.0, 2.4, 1.3, -2.0, -16, 0
- Cc1nc(NC(=O)CSc2nnc(C3CC3)n2N)c(Cl)cc1Cl
→ 0, -12, -1, 2, 5.5, -0.8, 0.2, -6.1, 12, -7
- [O-][n+]1onc2c1CCc1[nH]c(-c3ccccc3)nc1-2
→ 1, -7, 4, 9, 0.8, 0.0, -0.1, -3.2, 7, 6
- Cc1ccc(C2=NN3C(C(=O)c4ccccc4)Oc4ccccc4C3C2)cc1 (centres undefined)
→ 3, -5, 43*, nt, 4.2, 1.8, 2.8, -2.4, 5, -11
- O=C(Nc1cccc(Cl)c1)Nc1ccc2c(c1)C(=O)OC2
→ 0, 7, 19, 19, 2.0, -1.0, 2.3, -2.5, -7, -12
- Nc1nccc(/C=C/c2c(F)cccc2Cl)n1
→ -5, -6, 17, 58, 7.3, 4.1, 1.4, -1.0, 6, -10
- Cc1nc(C(C)N(C)Cc2c(C(=O)N3CCCCC3)nc3c(C)cccn23)c(C)s1 (centres undefined)
→ -1, 12, 4, -17, 2.8, 0.3, 0.5, -2.3, -12, 2
- C[N+]1(CC(O)c2ccccc2)CCCCCC1 (centres undefined)
→ -3, -10, 0, nt, 1.5, 1.6, 5.2, -0.4, 10, -8
- COc1cc(NC(=O)CN2CC(c3ccccc3)CC2=O)cc(OC)c1 (centres undefined)
→ nt, -8, -2, nt, 1.4, -0.9, 3.0, -1.0, 8, -11
- CCCCC(=O)NNC(=S)NC(=O)c1ccc(C)cc1
→ 7, -16, -1, -4, 1.4, -4.4, -5.9, 1.0, 16, -8

4 of the compounds above, with each value named.
Cc1ccc(C2=NN3C(C(=O)c4ccccc4)Oc4ccccc4C3C2)cc1 (centres undefined)
  CAL PDZ FP-1 = 3	SR-BI DiI inh = -5	Wnt bcat act = 43*	MITF act = nt	phage Ecoli inh = 4.2	Ecoli viability = 1.8	AddAB inh = 2.8	CAL PDZ FP-2 = -2.4	SR-BI DiI-HDL act = 5	Tat transport = -11

O=C(Nc1cccc(Cl)c1)Nc1ccc2c(c1)C(=O)OC2
  CAL PDZ FP-1 = 0	SR-BI DiI inh = 7	Wnt bcat act = 19	MITF act = 19	phage Ecoli inh = 2.0	Ecoli viability = -1.0	AddAB inh = 2.3	CAL PDZ FP-2 = -2.5	SR-BI DiI-HDL act = -7	Tat transport = -12

Nc1nccc(/C=C/c2c(F)cccc2Cl)n1
  CAL PDZ FP-1 = -5	SR-BI DiI inh = -6	Wnt bcat act = 17	MITF act = 58	phage Ecoli inh = 7.3	Ecoli viability = 4.1	AddAB inh = 1.4	CAL PDZ FP-2 = -1.0	SR-BI DiI-HDL act = 6	Tat transport = -10

Cc1nc(C(C)N(C)Cc2c(C(=O)N3CCCCC3)nc3c(C)cccn23)c(C)s1 (centres undefined)
  CAL PDZ FP-1 = -1	SR-BI DiI inh = 12	Wnt bcat act = 4	MITF act = -17	phage Ecoli inh = 2.8	Ecoli viability = 0.3	AddAB inh = 0.5	CAL PDZ FP-2 = -2.3	SR-BI DiI-HDL act = -12	Tat transport = 2
